RGS4 inhibitor: blocks human RGS4-accelerated GTP hydrolysis | hit rate 0.039% among 390,000 | Transcreener GDP fluorescence polarization, RGS4-accelerated GTP hydrolysis | Potency, µM (highest dose often 114 µM), for inactives: top-dose activity change, negative = inhibition, most hits filed as inhibitors; note: % is set by controls: 0 for no effect and ±100 for the full control effect; nearly all actives have a fitted effect of over 75% in size; some results filed as inactive show a strong effect at the top dose
Target sequence (P49798 whole entry, looked up): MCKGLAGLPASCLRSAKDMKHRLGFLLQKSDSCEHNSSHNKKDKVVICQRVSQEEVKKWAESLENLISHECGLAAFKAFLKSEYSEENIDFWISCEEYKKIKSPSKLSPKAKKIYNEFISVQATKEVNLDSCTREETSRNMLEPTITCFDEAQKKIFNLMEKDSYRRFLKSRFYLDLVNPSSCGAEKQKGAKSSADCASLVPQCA
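MLSMR compounds (23 nl, pin-transferred) preincubated 10 min at room temperature with a 500nM (2x) first reagent, then RGS4 at 900nM (2x) plus Transcreener GDP mix added; fluorescence polarization (620/688 nm) read before and after 90 min at 30 °C.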
RXFP1 ag: agonists of human relaxin receptor RXFP1; Q9HBX9; Potency, µM (series often up to 57.5 µM), without a hit: top-dose activation, usual class: activators; AID 2676; hit rate 0.3% among 370,000; HEK293T-RXFP1 cAMP TR-FRET, 30 min; response scale: percent of porcine relaxin response, buffer zero; note: % is set by controls: 0 for no effect and ±100 for the full control effect; nearly all actives have a fitted effect of over 60% in size; many of its hits are not listed in these tables
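HEK293 cells stably expressing RXFP1, treated 30 min at 37C with compounds plus PDE4 inhibitor Ro 20174; cAMP measured by HTRF TR-FRET. Normalized to buffer and 29 nM porcine relaxin; EC50 by Hill fit.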
IDH1 R132H inh: human IDH1 R132H inhibition; O75874; IDH1-R132H enzyme, NADPH consumption, diaphorase/resazurin fluorescence; Potency, µM (highest dose often 76.6 µM), for inactives: at the highest dose activity change, negative = inhibition, usual class: inhibitors; hit rate 0.093% among 390,000; AID 602179; note: % is set by controls: 0 for no effect and ±100 for the full control effect; nearly all actives have a fitted effect of over 65% in size
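IDH1-R132H (0.5 ug/mL dispensed) in pH 7.5 Tris buffer was preincubated 30 min with compound, then given a substrate mix of 0.016 mM NADPH and 2 mM alpha-KG for 80 min at room temperature; remaining NADPH was read by diaphorase/resazurin fluorescence.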
ALOX12 inh: blocks human arachidonate 12S-lipoxygenase; P18054; purified 12hLO, xylenol orange hydroperoxide absorbance; Potency, µM (doses to about 108 µM), without a hit: at the top dose activity change, negative = inhibition, most hits filed as inhibitors; hit rate 1.1% among 580,000; note: % is set by controls: 0 for no effect and ±100 for the full control effect
Target sequence (P18054 whole entry, looked up): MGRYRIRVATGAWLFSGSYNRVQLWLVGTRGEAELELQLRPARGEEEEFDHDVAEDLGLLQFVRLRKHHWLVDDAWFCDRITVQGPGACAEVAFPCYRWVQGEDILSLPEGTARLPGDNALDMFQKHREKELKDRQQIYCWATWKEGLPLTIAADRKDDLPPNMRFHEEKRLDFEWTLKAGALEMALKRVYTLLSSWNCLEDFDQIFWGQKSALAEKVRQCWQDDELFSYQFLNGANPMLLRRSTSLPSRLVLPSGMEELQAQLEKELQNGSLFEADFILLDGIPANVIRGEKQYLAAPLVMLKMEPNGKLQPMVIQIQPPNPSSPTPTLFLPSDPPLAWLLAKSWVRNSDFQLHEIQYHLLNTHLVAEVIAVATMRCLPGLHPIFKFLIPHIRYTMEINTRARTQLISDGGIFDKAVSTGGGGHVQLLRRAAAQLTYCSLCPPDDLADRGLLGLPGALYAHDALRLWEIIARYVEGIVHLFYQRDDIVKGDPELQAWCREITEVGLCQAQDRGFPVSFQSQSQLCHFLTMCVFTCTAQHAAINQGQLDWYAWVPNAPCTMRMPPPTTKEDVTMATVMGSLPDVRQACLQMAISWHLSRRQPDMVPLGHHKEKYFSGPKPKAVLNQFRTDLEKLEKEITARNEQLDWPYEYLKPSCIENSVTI
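Purified human 12hLO (150 nM final) in 25 mM Hepes, 0.01% Triton X-100, pH 7.0 was preincubated 15 min at room temperature with compound. Then 40 uM arachidonic acid was added, 30 min. Hydroperoxide was read by Fe-XO absorbance ratio 573/405 nm.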
Vif-A3G inh: Vif-A3G binding inhibition. Q9HC16. HeLa A3G-eYFP + Vif (tagged APOBEC3G with the HIV-1 protein that degrades it), YFP fluorescence, overnight. Potency, µM (titrated, usually from 46.1 µM), without a hit: top-dose activity, negative = active, most hits filed as inhibitors. hit rate 0.076% among 410,000. AID 602310;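 note: % is set by controls: 0 for no effect and ±100 for the full control effect; nearly all actives have a fitted effect of over 60% in size; hits raise eYFP signal because A3G escapes Vif-driven loss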
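Read-out is eYFP fluorescence (Ex 488/Em 500-530) from Vif-expressing HeLa A3G-eYFP cells; more signal means A3G escaped Vif-mediated degradation. Cells plated overnight, compound pinned in, incubated overnight at 37 deg C.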
TrxR1 inh: rat TrxR1 inhibition. recombinant rTrxR1, NADPH fluorescence consumption, selenite substrate. O89049. Potency, µM (doses to about 114 µM), without a hit: at the top dose activity change, negative = inhibition, hits mostly inhibitors. AID 588453. hit rate 1% among 390,000; note: % is set by controls: 0 for no effect and ±100 for the full control effect; nearly all actives have a fitted effect of over 65% in size
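Rat TrxR1 (90 nM in the dispensed reagent) was pre-reduced with 400 uM NADPH for 5 min at room temperature, then incubated with compound for 15 min. After 400 uM selenite was added, NADPH fluorescence (Ex 340/Em 450 nm) was followed for 8 min.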
USP1 inh: blocks the human USP1/UAF1 deubiquitinase complex; hit rate 0.23% among 390,000; Potency, µM (top dose mostly 57.1 µM), for the others: at the highest dose activity change, negative = inhibition, hits mostly inhibitors; recombinant USP1/UAF1, Ub-Rhodamine cleavage fluorescence; note: % is set by controls: 0 for no effect and ±100 for the full control effect; nearly all actives have a fitted effect of over 60% in size; inactives centre near -12
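High-throughput fluorogenic screen: 1nM USP1/UAF1 complex, Ub-Rho substrate 150nM final, 50mM HEPES pH 7.8 with 0.5mM EDTA, 0.1 mg/ml BSA, 1mM TCEP and 0.01% Tween-20.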
TrxR1 substrate: substrates of rat thioredoxin reductase 1; Potency, µM (doses to about 114 µM), without a hit: top-dose activity change, negative = substrate turnover; hit rate 0.01% among 390,000; AID 588456; O89049; purified TrxR1 substrate turnover, NADPH consumption readout; note: % is set by controls: 0 for no effect and ±100 for the full control effect; nearly all actives have a fitted effect of over 50% in size
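Rat TrxR1, dispensed at 90 nM, was prereduced with 400 uM NADPH (final) for 5 min at ~22 deg C, then incubated with compound 15 min before 400 uM selenite. A first-read NADPH fluorescence drop versus no-compound background flagged substrates.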
Vif-APOBEC3F blk: blocks the Vif interaction with APOBEC3F; HeLa A3F-eYFP + Vif (tagged APOBEC3F with the HIV-1 protein that degrades it), YFP fluorescence increase; Potency, µM (doses to about 46.1 µM), without a hit: at the highest dose activity, negative = active; hit rate 0.2% among 390,000; AID 602313; note: % of control where 0% means no effect; nearly all actives have a fitted effect of over 65% in size
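HeLa cells stably expressing Vif plus C-terminally eYFP-tagged A3F were seeded, incubated overnight at 37 deg C, dosed with compound, incubated overnight again at 37 deg C. Yellow fluorescence (Ex 488/Em 500-530) reported blocked Vif-mediated A3F-eYFP degradation.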
* hit, by the source's call; ? = inconclusive; · = not tested or not shown; [ ] = another dose, or the depositor's remark. Calls come from the whole dose curve; as a rule, active = well fitted curve in the direction sought with a large enough effect; inconclusive = small, poorly fitted or top-dose-only effect, or another doubt; inactive = no such curve, though single readings can be large; an effect the other way counts as inactive or inconclusive. Potency is the fitted concentration of half-maximal effect.

SMILES	RGS4 inhibitor	RXFP1 ag	IDH1 R132H inh	ALOX12 inh	Vif-A3G inh	TrxR1 inh	USP1 inh	TrxR1 substrate	Vif-APOBEC3F blk
CCN(CC)C(=O)Cn1c(=O)nc(-c2ccccc2F)c2cc(Cl)ccc21	12%	0.6%	0%	-23%	7%	11%[57.1 µM]	-12%	15%[57.1 µM]	-25%
COCCCn1c(C(=O)N2CCOCC2)cc2c(=O)n3ccccc3nc21	-2%	?	-6%	2%	0%	-3%	-13%	654%[activator]	-1%
COCCOc1cc(N2C(=O)CSCC2=O)c(Cl)cc1Cl	-11%	-1.1%	3%	7%[57.4 µM]	0%	-16%[57.1 µM]	-7%	10%[57.1 µM]	1%
O=C1CN(C(=O)c2ccc(Br)o2)C(c2ccc(F)cc2)c2cc(F)ccc2N1 (stereo not given)	24%	1.7%	6%	?	-1%	?	-12%	10%	-4%
COc1ccc(S(=O)(=O)N(CC(=O)N2CCN(C)CC2)c2ccc(C)cc2)cc1Br	-9%	0.2%	5%	8%	0%	-6%	-14%	0%	3%
Cc1ccc2c(c1)N(S(=O)(=O)c1cc(-c3cc(C)no3)ccc1C)CCO2	16%	-3.7%	3%	-1%	3%	13%	3%	-7%	-5%
COc1cccc(C(=O)N(Cc2ccco2)c2c(N)n(Cc3ccccc3)c(=O)[nH]c2=O)c1	-17%	-0.8%	1%	23%	0%	-4%	-18%	4%	7%
Cc1nc(Nc2ccncc2)c2oc3ccccc3c2n1	-11%	1.4%	8%	-1%	2%	-27%	-9%	22%	-7%
COC(=O)C1=C(C)N=C2SC(C#N)=C(N)N2C1c1cccc(OC)c1 (stereo not given)	-19%	2.4%	9%	0%	-12%	-13%	-18%	-7%	1%
O=C(CSc1nc2ccc(NC(=O)CSc3nnnn3-c3ccccc3)cc2s1)Nc1ccccc1	-10%	1.2%	3%	7%	-19%	10%	-9%	-7%	-13%
Cc1ccccc1NC(=O)CSc1nc2c(oc3ccccc32)c(=O)n1Cc1ccco1	21%	0.1%	-10%	-18%	0%	16%	-4%	-2%	7%
COc1cccc2cc(C(=O)NCc3ccc(F)cc3)c(=N)oc12	-12%	-4.9%	11%	2%	-4%	-11%	-23%	-2%	-14%
Cc1ccc(CNC(=O)CCc2ccc(S(=O)(=O)NC3CCCCC3)cc2)cc1	11%[11.4 µM]	-0.2%	2%	75%[activator]	-1%	5%[57.1 µM]	1%	3%[57.1 µM]	1%
Cc1ccc(-c2cc(-c3ccc4c(c3)NC(=O)CO4)nc3c2COc2ccccc2-3)cc1	-6%	3.7%	15%	-24%	-1%	15%	-20%	-3%[11.4 µM]	-4%
COc1ccc(S(=O)(=O)Nc2ccc(S(=O)(=O)N3CCCCC3)cc2)cc1	4%	-0.4%	-6%	-10%	-3%	25%[57.1 µM]	-4%	-1%[57.1 µM]	-1%
Cc1ccc2c(CC(=O)O)coc2c1C	-16%[11.4 µM]	0.3%	0%	0%	-1%	14%[57.1 µM]	-17%	-7%[57.1 µM]	1%
COc1ccc(CCNC(=O)c2cc3c(=O)n(C)c4cc(Cl)ccc4c3s2)cc1OC	-12%	25%	-6%	-3%	2%	15%	-12%	-1%	1%
Cc1ncc([N+](=O)[O-])n1CC(=O)Nc1ccccc1Cl	·	·	8%	-17%	1%	·	?	·	-6%
COc1ccc(OCC(=O)Nc2c3c(nn2C(C)(C)C)CSC3)cc1	9%	-0.4%	2%	5%	4%	19%	-16%	13%[57.1 µM]	15%
Cc1ccc(C(=O)N/C(=C/c2ccc(-c3cccc([N+](=O)[O-])c3)o2)C(=O)NCCCN(C)C)cc1	-12%	0.0%	20%	-28%	4%	22%[57.1 µM]	-10%	-6%	?
CC(=O)NC(c1ccc(C(C)C)cc1)c1c(O)ccc2ccccc12 (stereo not given)	-2%	·	?	?	-12%	-5%	-21%	-1%	-2%
Cc1ccc(NC(=O)CCCN2C(=O)NC(C)(C)C2=O)cc1	25%	3.4%	3%	0%	1%	-3%	-22%	-5%	0%
COc1ccc(C(=O)N(Cc2ccccc2)c2ccc(C)cc2)cc1S(=O)(=O)N1CCOCC1	-11%	-0.4%	3%	2%	-3%	3%	-2%	0%	6%
COc1cccc(C(=O)Nc2ccc(S(=O)(=O)N3CCN(C)CC3)cc2)c1	4%	-0.1%	7%	-16%	-4%	-1%[57.1 µM]	-8%	-1%[57.1 µM]	-26%

A section taken from the entries so far, for reference:
SMILES	RGS4 inhibitor	RXFP1 ag	IDH1 R132H inh	ALOX12 inh	Vif-A3G inh	TrxR1 inh	USP1 inh	TrxR1 substrate	Vif-APOBEC3F blk
COc1ccc(CCNC(=O)c2cc3c(=O)n(C)c4cc(Cl)ccc4c3s2)cc1OC	-12%	25%	-6%	-3%	2%	15%	-12%	-1%	1%
Cc1ncc([N+](=O)[O-])n1CC(=O)Nc1ccccc1Cl	·	·	8%	-17%	1%	·	?	·	-6%
COc1ccc(OCC(=O)Nc2c3c(nn2C(C)(C)C)CSC3)cc1	9%	-0.4%	2%	5%	4%	19%	-16%	13%[57.1 µM]	15%
Cc1ccc(C(=O)N/C(=C/c2ccc(-c3cccc([N+](=O)[O-])c3)o2)C(=O)NCCCN(C)C)cc1	-12%	0.0%	20%	-28%	4%	22%[57.1 µM]	-10%	-6%	?
CC(=O)NC(c1ccc(C(C)C)cc1)c1c(O)ccc2ccccc12 (stereo not given)	-2%	·	?	?	-12%	-5%	-21%	-1%	-2%

More compounds follow.
SMILES	RGS4 inhibitor	RXFP1 ag	IDH1 R132H inh	ALOX12 inh	Vif-A3G inh	TrxR1 inh	USP1 inh	TrxR1 substrate	Vif-APOBEC3F blk
O=C(OCC1OC(n2ccc(=O)[nH]c2=O)C(O)C1OC(=O)c1ccccc1)c1ccccc1 (stereo not given)	2%	0.7%	3%	0%	0%	-11%	-16%	11%	4%
CN(Cc1ccccc1)CC(O)CN(C)Cc1ccccc1	5%	·	-4%	20%	1%	6%	2%	-3%	-2%
COc1cc(SC)ccc1C(=O)NNC(=O)c1cc(C)oc1C	3%	-0.4%	0%	2%	0%	14%[57.1 µM]	-22%	9%[57.1 µM]	0%
Cc1cc(=O)n2c(C(=O)Nc3ccc(Br)cc3)c(C(=O)Nc3ccccc3)sc2n1	-12%	21%	-1%	-26%	2%	17%	-9%	7%	-8%
CCOc1cc(N2CCOCC2)c(OCC)cc1NC(=O)c1ccco1	3%	3.2%	6%	40%[activator]	2%	26%[57.1 µM]	-16%	13%[57.1 µM]	-10%
Cc1ncoc1C(=O)N1CCCC(C(=O)c2cccc3ccccc23)C1 (stereo not given)	0%	6.3%	-1%	4%	4%	20%	-17%	0%	5%
CC1Cc2ccccc2N1Cc1ccc([N+](=O)[O-])cc1 (stereo not given)	-6%	0.7%	22%	?	-9%	-1%	-8%	2%	3%
Cc1ccccc1NC(=O)N1CCc2c(sc3c2CCCC3)C1c1ccccc1 (stereo not given)	25%	2.3%	-9%	2%	-1%	14%[57.1 µM]	-6%	1%[57.1 µM]	-4%
Cn1nccc1C(=O)N1CCCC(N2CCN(Cc3ccc4c(c3)OCO4)CC2)C1 (stereo not given)	-31%	3.9%	6%	-6%	2%	3%	-20%	2%	13%
CCOc1cc(NC(=O)CCl)c(OCC)cc1NC(C)=O	-16%	-2.1%	12%	-22%	1%	-15%	-16%	-1%	13%
Cc1ccsc1/C=N/NC(=O)c1cccnc1	-20%	1.0%	1%	21%	-9%	-14%	-7%	-12%	15%
O=c1ccn(CCOc2ccc(Cl)cc2)c(=O)[nH]1	45%	-1.4%	-5%	-23%	0%	-1%	-7%	-3%	15%
O=C(Nc1ncccn1)C1CCCN1S(=O)(=O)c1ccc(Cl)c(Cl)c1 (stereo not given)	-12%	-0.3%	-3%	-2%	3%	3%	3%	4%	-1%
CSc1nc2nc3c(cc2c(=O)n1-c1ccccc1C)COC(C)(C)C3	7%	4.0%	3%	5%	-1%	17%	-18%	9%	4%
O=C(NC(c1ccccc1)c1ccccc1)c1ccccc1	17%	·	-11%	17%	0%	-6%[2.29 µM]	13%	5%[57.1 µM]	?
Cc1ccc2oc(=O)c3cnn(CC(=O)NCCN4CCOCC4)c3c2c1	3%	0.5%	-6%	10%	3%	1%[57.1 µM]	-20%	1%[57.1 µM]	-5%
Cc1cc(SCC(=O)N2CCCC2=O)nc2c(C)cccc12	-31%	9.0%	7%	7%	0%	-1%	-19%	-11%[57.1 µM]	-11%
COc1ccc(C(CNC(=O)COc2ccccc2-c2ccccc2)N2CCOCC2)cc1 (stereo not given)	-28%	-2.1%	-9%	7%	2%	19%	-22%	-2%	-4%

Screening results deposited in PubChem BioAssay by National Center for Advancing Translational Sciences (NCATS).

Not all compounds are listed (hit frequency here may not be typical).
